KKLEB cytotox – cytotoxicity in KKLEB CF airway cells, primary screen, cytotoxicity control for CF NF-kB inhibitor project, cell-based, uHTS, fluorescence assay plates. KKLEB CF airway cells viability, ATPlite luminescence, overnight; stronger effect = lower value; cells stimulated with P. aeruginosa culture filtrate. activity change (cytotoxicity), % at 5 µM. actives 0.36% (n = 360,000);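 active means corrected activity change at or below -50% at 5 µM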
NR2E3 ag-1 – inhibitors of NR2E3-RetCOR corepressor binding, primary screen, NR2E3 agonist project, biochemical, TR-FRET, GST-NR2E3, biotin-RetCOR | actives 0.12% (n = 320,000) | AID 2300, 2010 | inhibition of corepressor binding, % at 4.78 µM | 1536-well;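 active means percent inhibition above the cutoff of mean plus 3 SD of all tested compounds, set per screening campaign, cut at about 20% in these data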;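 further: 0% = DMSO wells and 100% = biotin wells as full block of FRET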
Target sequence (Q9Y5X4 whole entry, looked up): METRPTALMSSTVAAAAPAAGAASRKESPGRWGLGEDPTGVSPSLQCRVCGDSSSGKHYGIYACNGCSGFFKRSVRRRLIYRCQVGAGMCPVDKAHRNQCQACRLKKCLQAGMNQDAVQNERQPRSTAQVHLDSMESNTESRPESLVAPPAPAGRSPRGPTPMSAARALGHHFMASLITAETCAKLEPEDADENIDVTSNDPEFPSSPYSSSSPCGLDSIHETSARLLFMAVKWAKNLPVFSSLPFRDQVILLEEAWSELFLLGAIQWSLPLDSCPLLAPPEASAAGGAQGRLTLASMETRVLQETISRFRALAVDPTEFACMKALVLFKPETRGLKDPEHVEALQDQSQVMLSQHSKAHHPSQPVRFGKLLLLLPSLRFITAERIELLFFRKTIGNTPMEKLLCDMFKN
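Material: NR2E3–RetCOR corepressor complex / Incubation: Compound–protein incubation for 5 h at 4 °C / Dosing: compound at 4.8 µM, single dose / Detection: time-resolved FRET / Benchmarks: high control biotin, low control 0.6% DMSO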
C8 TRAIL sens – viability loss with TRAIL in NB7+C8 cells, primary screen, TRAIL sensitizer project, cell-based, ATPlite luminescence; inhibition (viability loss, TRAIL sensitization), % at 10 µM; actives 1% (n = 360,000);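 active means compounds causing at least 50% loss of cell viability in the single-dose screen, relative to plate controls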
HIF-2a inh – HIF-2a reporter inhibitors, primary screen, luminescence, 786-0 RCC cells; 786-0 RCC cells HIF-2a reporter, luciferase luminescence, overnight; AID 624352, 2012; actives 0.72% (n = 360,000); inhibition, % at 18.8 µM;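 active means inhibition of the luminescence signal of 40% or more relative to plate controls, in a single-dose primary screen at 18.75 µM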
NR2E3 ag-2 – NR2E3 agonists in two-hybrid cells, primary screen, cell-based, luminescence, CHO-S, Gal4-NCOR/VP16-NR2E3. luciferase. inhibition of corepressor binding, % at 3.98 µM. actives 0.35% (n = 360,000). AID 602229, 2012;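 active means inhibition above the mean of all tested compounds plus 3 SD, cut at about 70% in these data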;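 further: 0% = DMSO with NR2E3 transfected cells and 100% = cells lacking NR2E3 construct; higher means lower luciferase signal from less NR2E3 corepressor binding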
CF NFkB inh – inhibitors of PAF-induced NF-kB signaling, primary screen, cell-based, GFP fluorescence, uHTS. inhibition, % at 5 µM. KKLEB NF-kB-GFP reporter, GFP fluorescence overnight. actives 0.86% (n = 360,000);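 active means at least 50% inhibition at 5 µM, scaled per plate between neutral and stimulator controls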;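 further: PAF is a Pseudomonas aeruginosa culture filtrate used as stimulus; plate controls were PAF-stimulated DMSO wells for no effect and unstimulated DMSO wells for full effect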
iPSC survival up – enhancers of single-cell hiPSC survival, primary screen, ATPlite luminescence. 100% = ROCK inhibitor wells, 0% = DMSO. survival enhancement, % at 20 µM. actives 0.044% (n = 360,000). AID 602274, 2012; in the data active means survival enhancement above about 18%;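 further: cells exposed to compounds for 16 hours before the ATP read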
EBV LMP1 NFkB – EBV LMP1-driven NF-kappaB luciferase reporter inhibitors, primary screen, cell-based, luminescence, single point; LMP1-induced NF-kappaB luciferase reporter cells; inhibition, % at 12.5 µM; actives 0.69% (n = 350,000); AID 504558, 2011; in the data active means inhibition above about 41%;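 further: 0% = neutral control wells and 100% = reference inhibitor control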
TRPM1 prom inh – inhibitors of MITF-dependent TRPM1 promoter reporter, primary screen, cell-based, SK-MEL-5, single point, luciferase; SK-MEL-5 TRPM1 promoter luciferase, 24 h; inhibition, % at 12.5 µM; actives 0.83% (n = 330,000); AID 488899, 2010;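 active means mean inhibition across replicates of 60% or more, whatever share of single replicates reaches that level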; further: values of inactives mirror those of a sister screen read the other way
Peg3 prom inh – Peg3 promoter-driven luciferase inhibitors, primary screen, cell-based, HeLa, luciferase luminescence | actives 1.7% (n = 360,000) | inhibition, % at 20 µM | HeLa PEG-Prom luciferase reporter, overnight;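 active means inhibition of at least 50% at 20 µM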
Shn3 3UTR inh – reduction of Shn3 3'UTR firefly luciferase signal, primary screen, Schnurri-3 inhibitor project, cell-based, Clone20 osteoblasts, set 2. actives 0.52% (n = 360,000). inhibition, % at 12.5 µM. AID 588674, 2011. Clone20 osteoblast Shn3 3'UTR firefly luciferase, 24 h;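 active means mean inhibition of at least 75% with every replicate also reaching 75%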;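 further: 0% = median of neutral control wells and 100% = pilot-screen positive control compound; some compounds past the cut are filed as inactive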
Starred values were filed as active, the others as inactive; & = joins results of further samples. Not all compounds are listed; the hit share may differ from the screen's.

Screening COc1ccc(CCNC(=O)c2cc3c(=O)n4ccccc4nc3n(CCCN3CCOCC3)c2=N)cc1OC returned KKLEB cytotox -14, NR2E3 ag-1 1, C8 TRAIL sens -7, HIF-2a inh 21, NR2E3 ag-2 -29, CF NFkB inh -5, iPSC survival up 1.6, EBV LMP1 NFkB 7, TRPM1 prom inh -4, Peg3 prom inh -27 and Shn3 3UTR inh -2.
`FC(F)(F)c1cnc(/C=C/Nc2ccccc2Cl)c(Cl)c1` gave KKLEB cytotox -2, NR2E3 ag-1 -3, C8 TRAIL sens -7, HIF-2a inh 1, NR2E3 ag-2 -10, CF NFkB inh 10, iPSC survival up -1.6, EBV LMP1 NFkB -9, TRPM1 prom inh 2, Peg3 prom inh 5 and Shn3 3UTR inh -7.
`COc1ccc(C(=O)NCCC2=CCCCC2)cc1` gave KKLEB cytotox 7, NR2E3 ag-1 2, C8 TRAIL sens 20, HIF-2a inh -23, NR2E3 ag-2 -131, CF NFkB inh -5, iPSC survival up -1.5, EBV LMP1 NFkB 16, TRPM1 prom inh -9, Peg3 prom inh -6 and Shn3 3UTR inh 9.
O=C(NCc1ccccc1)C1CCCN(S(=O)(=O)c2cccc3nsnc23)C1 (configuration not stated) was read as KKLEB cytotox 11, NR2E3 ag-1 -1, C8 TRAIL sens 6, HIF-2a inh 18, NR2E3 ag-2 -1, CF NFkB inh -6, iPSC survival up 0.4, EBV LMP1 NFkB -1, TRPM1 prom inh 1, Peg3 prom inh 8 and Shn3 3UTR inh 16.
Screening O=C(O)c1ccc(NC(=O)c2cccs2)cc1 returned KKLEB cytotox -5, NR2E3 ag-1 -2, C8 TRAIL sens 2, HIF-2a inh 19, NR2E3 ag-2 -2, CF NFkB inh 10, iPSC survival up 1.8, EBV LMP1 NFkB -6, TRPM1 prom inh -11, Peg3 prom inh -1 and Shn3 3UTR inh -11.
For COc1cccc(-n2c(SCC(=O)NCCc3ccccc3)nnc2-c2ccoc2C)c1 the results were KKLEB cytotox -3, NR2E3 ag-1 2, C8 TRAIL sens -4, HIF-2a inh 12, NR2E3 ag-2 -27, CF NFkB inh 6, iPSC survival up 0.0, EBV LMP1 NFkB -6, TRPM1 prom inh 27, Peg3 prom inh 17 and Shn3 3UTR inh -15.
For Clc1ccccc1C1=CC(c2ccco2)n2ncnc2N1 (configuration not stated) the results were KKLEB cytotox -27, NR2E3 ag-1 1, C8 TRAIL sens -4, HIF-2a inh 11, NR2E3 ag-2 -20, CF NFkB inh 14, iPSC survival up 0.3, EBV LMP1 NFkB 2, TRPM1 prom inh 10, Peg3 prom inh 18 and Shn3 3UTR inh -5.
`C=CCn1c(SCC(=O)Nc2cc(C)on2)nnc1-c1ccccc1OC` gave KKLEB cytotox -5, C8 TRAIL sens -5, HIF-2a inh 24, NR2E3 ag-2 13, CF NFkB inh 17, iPSC survival up -0.3, EBV LMP1 NFkB -8, TRPM1 prom inh 16, Peg3 prom inh 3 and Shn3 3UTR inh -12.
Screening Cc1ccc(NC(=S)N(CCN2CCCCC2)Cc2ccco2)cc1Cl returned KKLEB cytotox -10, NR2E3 ag-1 -1, C8 TRAIL sens -26, HIF-2a inh 12, NR2E3 ag-2 -6, CF NFkB inh 7, iPSC survival up -0.3, EBV LMP1 NFkB 7, TRPM1 prom inh 9, Peg3 prom inh 21 and Shn3 3UTR inh 4.
COc1ccccc1C(=O)NCCCn1cc(Br)c(C)n1 was read as KKLEB cytotox -5, NR2E3 ag-1 1, C8 TRAIL sens 2, HIF-2a inh -1, NR2E3 ag-2 12, CF NFkB inh 12, iPSC survival up 0.9, EBV LMP1 NFkB -3, TRPM1 prom inh -8, Peg3 prom inh 3 and Shn3 3UTR inh 12.

3 structures already listed, ordered by SMILES length, largest number first.
O=C(NCc1ccccc1)C1CCCN(S(=O)(=O)c2cccc3nsnc23)C1 (configuration not stated) was read as KKLEB cytotox 11, NR2E3 ag-1 -1, C8 TRAIL sens 6, HIF-2a inh 18, NR2E3 ag-2 -1, CF NFkB inh -6, iPSC survival up 0.4, EBV LMP1 NFkB -1, TRPM1 prom inh 1, Peg3 prom inh 8 and Shn3 3UTR inh 16.
`FC(F)(F)c1cnc(/C=C/Nc2ccccc2Cl)c(Cl)c1` gave KKLEB cytotox -2, NR2E3 ag-1 -3, C8 TRAIL sens -7, HIF-2a inh 1, NR2E3 ag-2 -10, CF NFkB inh 10, iPSC survival up -1.6, EBV LMP1 NFkB -9, TRPM1 prom inh 2, Peg3 prom inh 5 and Shn3 3UTR inh -7.
COc1ccccc1C(=O)NCCCn1cc(Br)c(C)n1 was read as KKLEB cytotox -5, NR2E3 ag-1 1, C8 TRAIL sens 2, HIF-2a inh -1, NR2E3 ag-2 12, CF NFkB inh 12, iPSC survival up 0.9, EBV LMP1 NFkB -3, TRPM1 prom inh -8, Peg3 prom inh 3 and Shn3 3UTR inh 12.

Other structures follow:
`Cc1ccc(NC(=O)c2ccco2)c(NC(=O)Cc2cccs2)c1` gave KKLEB cytotox 9, NR2E3 ag-1 -1, C8 TRAIL sens -21, HIF-2a inh -4, NR2E3 ag-2 -10, CF NFkB inh 12, iPSC survival up 0.6, EBV LMP1 NFkB 5, TRPM1 prom inh 8, Peg3 prom inh 1 and Shn3 3UTR inh 5.
COc1ccc(CN2C(=O)C(CC(C)C)Nc3ncnc(N4CCN(c5ccccn5)CC4)c32)cc1 (configuration not stated) was read as KKLEB cytotox 21, NR2E3 ag-1 1, C8 TRAIL sens -8, HIF-2a inh 2, NR2E3 ag-2 -32, CF NFkB inh 0, iPSC survival up 14, EBV LMP1 NFkB -9, TRPM1 prom inh 7, Peg3 prom inh 7 and Shn3 3UTR inh -18.
`CCCCn1c(N)c(N(CC)C(=O)c2cc(S(=O)(=O)N3CCCCCC3)ccc2OC)c(=O)[nH]c1=O` gave KKLEB cytotox 8, NR2E3 ag-1 -2, C8 TRAIL sens -2, HIF-2a inh 0, NR2E3 ag-2 -4, CF NFkB inh -1, iPSC survival up -0.3, EBV LMP1 NFkB 1, TRPM1 prom inh -3, Peg3 prom inh -3 and Shn3 3UTR inh 5.
`Brc1ccc(-c2csc(-c3c[nH]c4ccccc34)n2)cc1` gave KKLEB cytotox 2, NR2E3 ag-1 2, C8 TRAIL sens -2, HIF-2a inh -236, NR2E3 ag-2 -137, CF NFkB inh -21, iPSC survival up -1.2, EBV LMP1 NFkB -117, TRPM1 prom inh -20, Peg3 prom inh -197 and Shn3 3UTR inh -38.
`CCOCCCn1c(=NC(C)=O)c(C(=O)OCC)cc2c(=O)n3ccccc3nc21` gave KKLEB cytotox -2&9, NR2E3 ag-1 2, C8 TRAIL sens -7&9, HIF-2a inh 4&-8, NR2E3 ag-2 -12&-3, CF NFkB inh 1&-18, iPSC survival up -1.1&2.1, EBV LMP1 NFkB -6&1, TRPM1 prom inh 7&-4, Peg3 prom inh 0&7 and Shn3 3UTR inh -3&22.
Screening CCNc1c(NS(=O)(=O)c2ccc(OC)c(Cl)c2)c(=O)oc2ccccc12 returned KKLEB cytotox -6, NR2E3 ag-1 2, C8 TRAIL sens 3, HIF-2a inh 16, NR2E3 ag-2 -11, CF NFkB inh -6, iPSC survival up 0.2, EBV LMP1 NFkB -9, TRPM1 prom inh 11, Peg3 prom inh -3 and Shn3 3UTR inh -2.
COC(=O)c1c(NC(=O)Cc2cccs2)sc(C(=O)N2CCCCC2)c1C was read as KKLEB cytotox -16, NR2E3 ag-1 4, C8 TRAIL sens 33, HIF-2a inh 6, NR2E3 ag-2 -35, CF NFkB inh 30, iPSC survival up -0.8, EBV LMP1 NFkB -2, TRPM1 prom inh -7, Peg3 prom inh -1 and Shn3 3UTR inh -4.
Cc1nnc2n1NC(c1ccc(Cl)cc1)C(C(=O)N(C)C1CCCCC1)S2 (configuration not stated) was read as KKLEB cytotox -1, NR2E3 ag-1 0, C8 TRAIL sens -18, HIF-2a inh 9, NR2E3 ag-2 -12, CF NFkB inh 0, iPSC survival up -0.8, EBV LMP1 NFkB -37, TRPM1 prom inh 6, Peg3 prom inh 7 and Shn3 3UTR inh -26.
Cc1sc(NC(=O)C2CCCCC2C(=O)O)c(C(N)=O)c1C (configuration not stated) was read as KKLEB cytotox -3, NR2E3 ag-1 -1, C8 TRAIL sens 2, HIF-2a inh 13, NR2E3 ag-2 -2, CF NFkB inh 9, iPSC survival up -0.9, EBV LMP1 NFkB -2, TRPM1 prom inh -13, Peg3 prom inh 4 and Shn3 3UTR inh -14.
CC(C)c1ccc(NC(=S)Nc2ccc(OC(F)(F)F)cc2)cc1 was read as KKLEB cytotox -1, NR2E3 ag-1 0, C8 TRAIL sens -8, HIF-2a inh -73, NR2E3 ag-2 28, CF NFkB inh 12, iPSC survival up -2.5, EBV LMP1 NFkB -5, TRPM1 prom inh -6, Peg3 prom inh -19 and Shn3 3UTR inh -4.
`CC(=O)Nc1cccc(-c2csc(NCc3ccco3)n2)c1` gave KKLEB cytotox 11, NR2E3 ag-1 2, C8 TRAIL sens -8, HIF-2a inh -43, NR2E3 ag-2 -14, CF NFkB inh 4, iPSC survival up 3.0, EBV LMP1 NFkB -5, TRPM1 prom inh -10, Peg3 prom inh -30 and Shn3 3UTR inh -5.
`Cc1nnc(NC(=O)Cn2nc(C)c3ccccc3c2=O)s1` gave KKLEB cytotox 6, NR2E3 ag-1 3, C8 TRAIL sens -3, HIF-2a inh 12, NR2E3 ag-2 -21, CF NFkB inh 0, iPSC survival up 0.7, EBV LMP1 NFkB 1, TRPM1 prom inh -10, Peg3 prom inh 16 and Shn3 3UTR inh -24.
For O=C(O)/C(=C\c1cccs1)Sc1nnc(-c2ccc(F)cc2)o1 the results were KKLEB cytotox 6, NR2E3 ag-1 0, C8 TRAIL sens -2, HIF-2a inh -14, NR2E3 ag-2 8, CF NFkB inh 3, iPSC survival up -0.1, EBV LMP1 NFkB 4, TRPM1 prom inh 2, Peg3 prom inh -2 and Shn3 3UTR inh 16.
For Cc1cccc(NC(=O)c2nc[nH]c2C(=O)N[C@H](C)CO)c1 the results were KKLEB cytotox -8, C8 TRAIL sens -5, HIF-2a inh -15, NR2E3 ag-2 -22, CF NFkB inh 19, iPSC survival up 1.6, EBV LMP1 NFkB 4, Peg3 prom inh 12 and Shn3 3UTR inh 17.

Source: PubChem BioAssay
